From PubChem BioAssay
Glioma ERSR ind – induces the endoplasmic reticulum stress response in human glioma cells | U87-MG GRP78 promoter luciferase reporter, 16 h | Potency, µM, inactives show at the highest dose activation, actives largely listed as activators | actives 0.02% (n = 420,000) | AID 602332; active means well fitted activation curve with a large enough effect; further: series mostly up to about 76 µM; % of control where 0% means no effect; nearly all actives have a fitted effect of over 35% in size
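Stably transfected U87-MG glioma cells carrying a GRP78-based luciferase sensor; 16 h compound incubation. Luminescence end-point read 10 min after Bright-Glo addition at room temperature.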
* hit, by the source's call; & = joins results of further samples. Potency means the concentration at half of the fitted maximal effect. An excerpt; count on the stated rates, not on these rows.

The first three records, to show the layout:
entry	SMILES	Glioma ERSR ind
1	COc1ccccc1CN1CC2(CCN(C(=O)c3cccc(F)c3)CC2)C1	-3.9%
2	Cc1c(C(=O)N(C)Cc2cscn2)sc2ncnc(NC[C@H]3CCc4ccccc4O3)c12	1.0%
3	CN(C)c1ncc2nc(-c3ccc(F)cc3)c(=O)n(Cc3ccc(F)cc3)c2n1	-5.9%

The list itself, repeating the preview:
entry	SMILES	Glioma ERSR ind
1	COc1ccccc1CN1CC2(CCN(C(=O)c3cccc(F)c3)CC2)C1	-3.9%
2	Cc1c(C(=O)N(C)Cc2cscn2)sc2ncnc(NC[C@H]3CCc4ccccc4O3)c12	1.0%
3	CN(C)c1ncc2nc(-c3ccc(F)cc3)c(=O)n(Cc3ccc(F)cc3)c2n1	-5.9%
4	O=C(O)COc1cccc(-c2ocnc2-c2nc(-c3ccccc3)c(-c3ccccc3)o2)c1	-2.2%
5	CO[C@H]1COC(=O)[C@@H](C)COC(=O)[C@@H](COCc2ccccc2)NC(=O)C/C=C\[C@H]1C	-4.3%
6	COc1ccc(CN2CCCC(n3cc(C(=O)N4CCCCC4)nn3)C2)c(OC)c1 (stereo unspecified)	-5.0%
7	Cc1cnc(CNc2cc(-c3c(C)noc3C)ncn2)cn1	5.5%
8	COC(=O)C1CCN(Cc2ccc3c(c2)CN(C(=O)c2cc(C)on2)CCO3)CC1	-5.8%
9	COC(=O)C12CC3(CCC4C5C(C(OCc6ccccc6)C41)C52)OCCO3 (stereo unspecified)	-5.2%
10	C[C@@H]1CCC[C@]2(C)CCCC[C@@]12O	-1.7%
11	CN1CCN(c2ncnc3ccc(-c4ccc5c(c4)OCO5)cc23)CC1	-3.0%
12	CC[N+](CC)(CC)CCOc1ccc(/C=C\c2ccccc2)cc1	-3.2%
13	CC(CCC(=O)O)C1CCC2C3C(O)C[C@@H]4CC(O)CC[C@@]4(C)C3CC(O)[C@]12C (stereo partly specified)	-1.1%
14	CC[C@@]1(O)C(=O)OCc2c1cc1n(c2=O)Cc2cc3cc(O)ccc3nc2-1	-3.3%
15	C[C@]12CCC3c4ccc(O)cc4CCC3C1CC(O)C2O (stereo partly specified)	-3.7%
16	O=c1cc(-c2cc(O)c(O)c(O)c2)oc2cc(O)cc(O)c12	3.7%
17	Cc1cccc(CNc2ncnc3ccc(-c4ccccc4CN(C)C)cc23)c1	-5.2%
18	N#Cc1ccccc1-c1nc(NCCN2CCOCC2)c2ccccc2n1	-0.7%
19	CS(=O)(=O)N1CCC2(CC1)CN(Cc1ccc(C#N)cc1)C2	-4.7%
20	CC(C)(COP(=O)(O)OP(=O)(O)OC[C@H]1O[C@@H](n2cnc3c(N)ncnc32)[C@H](O)[C@@H]1OP(=O)(O)O)C(O)C(=O)NCCC(=O)NCCS (stereo partly specified)	-0.8%
21	CCCCCCCCCCCCCCCC(=O)OCC(COP(=O)(O)O)OC(=O)CCCCCCCCCCCCCCC (stereo unspecified)	-3.6%
22	C=C1C(n2cnc3c(=O)[nH]c(N)nc32)C[C@H](O)[C@H]1CO (stereo partly specified)	-3.2%
23	Cc1nc2cnc(OCc3ccccc3)nc2n(CCc2ccccc2)c1=O	-4.5%
24	CO[C@H]1COC(=O)[C@H](C)COC(=O)C/C=C\[C@@H](C)[C@H](OC)COC(=O)C/C=C\[C@@H]1C	-0.5%
25	Cn1c(=O)c(-c2cc(F)cc(F)c2)nc2cnc(Nc3ccccc3)nc21	-4.8%

Continued:
entry	SMILES	Glioma ERSR ind
26	N[C@@H](C(=O)N[C@@H]1C(=O)N2C(C(=O)O)=C(CSc3cn[nH]n3)CS[C@H]12)c1ccc(O)cc1	-4.0%
27	NC(=O)C1CCCN(Cc2ccc3c(c2)CN(Cc2ccccc2)CCO3)C1 (stereo unspecified)	-4.7%
28	CC(C)[C@H](NC(=O)[C@H](CCCCN)NC(=O)[C@@H](NC(=O)[C@@H]1CCCN1C(=O)[C@H](CCCN=C(N)N)NC(=O)[C@H](CCCN=C(N)N)NC(=O)[C@H](CCCCN)NC(=O)[C@H](CCCCN)NC(=O)CNC(=O)[C@@H](NC(=O)[C@@H]1CCCN1C(=O)[C@@H](N)CCCCN)C(C)C)C(C)C)C(=O)N[C@@H](Cc1ccc(O)cc1)C(=O)N1CCC[C@H]1C(=O)O	-3.6%
29	Cc1cc(C(=O)NCc2nc(-c3ccccc3NC(=O)C3CCCO3)oc2C)nc(C)n1 (stereo unspecified)	-6.2%
30	O=c1cnc2cncnc2n1Cc1ccccc1Cl	-2.8%
31	CO[C@@H]1COC(=O)[C@H]2CCCN2C(=O)C/C=C\[C@@H](C)[C@H](OC)COC(=O)[C@H]2CCCN2C(=O)C/C=C\[C@H]1C	-2.5%
32	C[C@@H]1CN2[C@H](c3ccc(Br)cc3)[C@H](C)CC[C@H]2C(=O)O1	-3.8%
33	O=C1[C@H]2[C@H]3[C@H](O)[C@H](O)C/C(=N/OC[C@@H](O)COCc4ccco4)[C@H]3CC[C@@H]2C(=O)N1c1cccc(Oc2ccccc2)c1	-4.1%
34	COc1cccc(Nc2ncc3ncc(=O)n(Cc4cccs4)c3n2)c1	-6.0%
35	CC(=O)c1ccc(F)c(-c2cc(C)cc3c2OC(CNC(=O)c2cccnc2)C3)c1 (stereo unspecified)	-2.5%
36	O=C(c1csnn1)N1CCC2(CCCN(c3cccc(-c4ccccc4)c3)C2)CC1	-3.6%
37	COCCCNC(=O)c1cnn(-c2ncc3c(n2)-c2ccccc2CCC3)c1C	2.2%
38	CC(C)(O)C#Cc1ccc(C(=O)NCCN2Cc3ccccc3OC(c3ccccc3F)C2)o1 (stereo unspecified)	-3.6%
39	COC(=O)C1=C2N(Cc3ccccc3)C(C)=C(C(=O)OC)C(c3ccccc3)N2C(=O)[C@](O)(C(=O)OC)C1 (stereo partly specified)	-4.4%&-4.1%
40	O=C(c1csnn1)N1CCC2(CCCN(c3ncccn3)C2)CC1	-3.9%
41	Cc1c(C(=O)N2CC3CCC2C3)sc2ncnc(NCCc3c[nH]c4ccccc34)c12 (stereo unspecified)	-1.7%
42	COC(=O)c1c(OCc2ccc(F)cc2)cc(=O)n2c1CCN(Cc1ccc3cccnc3c1)CC2	-4.1%
43	CC(O)(COc1ccccc1)c1ccc2c(c1)CN(Cc1ccccn1)CCO2 (stereo unspecified)	-1.6%
44	COC(=O)C1CCN(Cc2ccc3c(c2)CN(C(=O)c2ncc(C)[nH]2)CCO3)CC1	-4.2%
45	Cn1c(=O)c(-c2ccc(Cl)cc2)nc2cnc(Oc3cccc(Cl)c3)nc21	2.3%
46	CCn1c(-c2ccccc2F)nc2cc(NC(C)=O)cc(C(=O)N(C)Cc3c(C)nc4ccccn34)c21	-4.6%
47	CC(C)C[C@H](NC(=O)[C@@H](O)[C@H](N)Cc1ccccc1)C(=O)O	-1.8%&-1.3%&-2.1%&-3.0%
48	CN(C)c1nc(-c2ccccc2C(F)(F)F)nc2ccccc12	-2.9%
49	CCC(=O)OC1CCC2C3CCc4cc(O)ccc4C3CC[C@]12C (stereo partly specified)	-9.9%
50	COc1ccccc1C(=O)N[C@@H]1c2ccccc2C2(CCN(Cc3cnn(C)c3C)CC2)[C@H]1O	-0.6%

(continued)
entry	SMILES	Glioma ERSR ind
51	COc1ccc(Nc2nccc(NCCO)n2)cc1	-3.3%
52	OC1(c2cccnc2)CCN(Cc2ccc3c(c2)CN(Cc2ccc(Cl)cc2)CCO3)CC1	-4.4%
53	Cc1noc(C)c1C(=O)N1CCC2(CCCN(C(=O)Nc3cccc(C#N)c3)C2)CC1	-4.9%
54	Cn1cccc1C(=O)N1CCC2(CCN(Cc3ccccc3)CC2)CC1	-2.3%
55	COc1cc(=O)n2c(c1C(=O)NC(C)c1ccco1)CCN(Cc1ccccc1Cl)CC2 (stereo unspecified)	-2.8%
56	C=C(C)C1CC[C@]2(CO)CC[C@@]3(C)[C@H](CCC4[C@@]5(C)CCC(O)C(C)(C)C5CC[C@@]43C)C12 (stereo partly specified)	-0.6%
57	O=C(c1cccc(F)c1)N1CCC2(CCCN(Cc3cc(C(F)(F)F)cc(C(F)(F)F)c3)C2)CC1	-2.8%
58	O=C(NCC1Cc2cc(F)cc(-c3cnccn3)c2O1)C1COc2ccccc2O1 (stereo unspecified)	-2.7%
59	COc1ccc(O[C@H]2C=C[C@@H](c3ccccc3)O[C@@H]2CO/N=C\[C@@H](C)[C@H](OCc2ccccc2)C(C)C)cc1	-4.3%
60	CCCCCCCCc1ccc(-c2ccc(C(=O)O)cc2)cc1	-4.2%&-8.4%&-6.1%
61	CCC1CN(CCC(=O)N2CCCN(C(=O)c3ccco3)CC2)Cc2cc(OC)ccc2O1 (stereo unspecified)	-2.4%
62	CC1CC[C@@]2(C(=O)O)CC[C@]3(C)C(=CCC4[C@@]5(C)CCC(O)C(C)(C)C5CC[C@@]43C)C2C1C (stereo partly specified)	-2.5%
63	COC(=O)[C@@H]1CC[C@H](C)[C@@H](c2ccc(C)cc2)N1C(=O)c1ccc(/C=N\O[C@@H](C)c2cn([C@H](CO)Cc3ccccc3)nn2)cc1	-2.8%&-4.7%
64	CC1(C)OC2CO[C@]3(COS(N)(=O)=O)OC(C)(C)OC3C2O1 (stereo partly specified)	-0.2%
65	[O][C@H]1[C@@H](O)[C@@H](CO)O[C@@H](O[C@@H]2[C@@H]3OC[C@H]2O[C@H](O[C@@H]2[C@@H](O)[C@H](C[C@@H]4[C@@H]5OC[C@H]4O[CH][C@@H]5O)O[C@H](CO)[C@@H]2OS(=O)(=O)O)[C@@H]3OS(=O)(=O)O)[C@@H]1O	-6.2%
66	CCN(CC)CCOCCOC(=O)C(CC)(CC)c1ccccc1 (tested in a mixture with another compound)	1.8%
67	Cc1cnc(-n2ncc(C(=O)NCCCc3ccncc3)c2C)nc1-c1ccc(F)cc1	-1.6%
68	COCn1c2ccccc2c2nnc(C(C)=O)nc21	-4.9%&-4.4%
69	NCCCCCCCCCCN	-5.0%
70	COC1=C(OC)C(=O)c2ccccc2C1=O	-14.0%
71	COCCNc1ncnc2ccc(-c3ccccc3C(F)(F)F)cc12	-4.6%
72	COCCn1c(=O)c(-c2cccc(C#N)c2)nc2cnc(OCc3ccccc3)nc21	-2.4%
73	CN(C)c1ncc2ncc(=O)n(C[C@H]3CCCO3)c2n1	-2.8%
74	COc1ncc2nc(-c3ccc(F)cc3)c(=O)n(C3CC3)c2n1	-2.5%
75	CC(=O)CCC(=O)N1CCC(n2c(C3CCCO3)nc3cc(C(F)(F)F)ccc32)CC1 (stereo unspecified)	-0.6%

As entered above.
compound 12 – Glioma ERSR ind = -3.2%
compound 16 – Glioma ERSR ind = 3.7%
compound 3 – Glioma ERSR ind = -5.9%
compound 31 – Glioma ERSR ind = -2.5%
compound 74 – Glioma ERSR ind = -2.5%
compound 54 – Glioma ERSR ind = -2.3%

Of the compounds above, these contain a thiophene ring, fused or not.
entry	SMILES	Glioma ERSR ind
2	Cc1c(C(=O)N(C)Cc2cscn2)sc2ncnc(NC[C@H]3CCc4ccccc4O3)c12	1.0%
34	COc1cccc(Nc2ncc3ncc(=O)n(Cc4cccs4)c3n2)c1	-6.0%
41	Cc1c(C(=O)N2CC3CCC2C3)sc2ncnc(NCCc3c[nH]c4ccccc34)c12 (stereo unspecified)	-1.7%

Going on with the list.
entry	SMILES	Glioma ERSR ind
76	Cc1cn([C@H]2C[C@H](N=[N+]=[N-])[C@H](CO)O2)c(=O)[nH]c1=O	-4.2%
77	CCCCS(=N)(=O)CC[C@H](N)C(=O)O (stereo partly specified)	-0.4%
78	CC(C)C[C@H](NC(=O)[C@H](Cc1cnc[nH]1)NC(=O)[C@@H](N)Cc1cnc[nH]1)C(=O)NCC(=O)NCC(=O)N[C@@H](C)C(=O)N[C@@H](CCCCN)C(=O)N[C@@H](CCC(N)=O)C(=O)N[C@@H](C)C(=O)NCC(=O)N[C@@H](CC(=O)O)C(=O)N[C@H](C(=O)O)C(C)C	-3.7%
79	CC(C)CN1CCC2(CC1)CCN(C(=O)c1cccc(F)c1)CC2	-2.7%
80	CC(C)=CCC/C(C)=C/CO/N=C1/[C@H]2O[C@@H]2[C@@H](O)[C@H]2[C@H]1CCn1c(=O)n(Cc3cc4c(cc3Cl)OCO4)c(=O)n12	-4.9%
81	O=C(c1ccco1)N1CCC2(CCCN(c3ccccn3)C2)CC1	-3.8%
82	CC(C)NC(=O)N1CCCC2(CCN(C(=O)c3csnn3)CC2)C1	-2.7%
83	CN1C2CCCC1CC(NC(=O)c1nn(C)c3ccccc13)C2 (stereo unspecified)	-3.1%
84	CN(C)c1ncc2nc(-c3cc(F)cc(F)c3)c(=O)n(C)c2n1	2.4%
85	Cc1noc(C)c1C(=O)N1CCC[C@@]2(CCN(C(=O)Nc3ccccc3)C2)C1	-1.0%
86	COc1ccccc1CN1CCC2(CC1)CCN(S(C)(=O)=O)CC2	-0.9%
87	COc1ncc2nc(-c3ccccc3)c(=O)n(C[C@H]3CCCO3)c2n1	-3.9%
88	O=[N+]([O-])c1ccc(-c2nc(-c3ccc(F)cc3)c(-c3ccncc3)[nH]2)cc1	-9.4%&-5.0%
89	O=C(c1cnccn1)N1CCC2(CC1)CN(c1ccccc1)C2	-1.9%
90	CCC1CN(CCNC(=O)c2cc(C)nn2CC)Cc2cc(OC)ccc2O1 (stereo unspecified)	-4.0%
91	COc1cccc(-c2nccc(NCc3cccs3)n2)c1	-7.3%
92	CCc1cc(C(=O)NCC2Cc3cccc(-c4ccc(C(=O)OC)cn4)c3O2)no1 (stereo unspecified)	-6.3%
93	COc1ncc2nc(-c3cccs3)c(=O)n(CCC#N)c2n1	-1.3%
94	CC(C)C[C@H](NC(=O)[C@H](CC(C)C)NC(=O)[C@H](Cc1ccccc1)NC(=O)[C@@H](N)CO)C(=O)N[C@@H](CCCN=C(N)N)C(=O)N[C@@H](CC(N)=O)C(=O)O	3.4%
95	O=C(Oc1ccccc1)N1CCC2(CCCN(c3ccccc3)C2)CC1	0.4%
96	COC(=O)NC(CC(C)=O)c1ccccc1 (stereo unspecified)	-4.4%
97	O=C(c1ccncc1)N1CCC2(CCN(Cc3ccccc3)CC2)CC1	-3.7%
98	Cc1cc(C)nc(S[C@H]2C[C@@H](C(=O)N3CCN(c4ccccc4F)CC3)N(Cc3ccccc3F)C2)n1	0.8%
